Compound activity as filed in PubChem.
VIM-2 inh: blocks Pseudomonas aeruginosa VIM-2 metallo-beta-lactamase | purified VIM-2, nitrocefin hydrolysis, epi-absorbance fluorescence | 290,000 compounds, 0.89% hits | AID 1527 | inhibition, % at 5.6 µM;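 active = inhibition above the mean of all tested compounds plus 3 SD, cutoff set per screening run, cut at about 7.5% in these data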;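 note: red hydrolysis product quenches plate fluorescence so inhibitors raise well fluorescence; 0% = enzyme with DMSO and 100% = DMSO without enzyme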
IMP-1 inhibitor: inhibitors of Pseudomonas aeruginosa IMP-1 metallo-beta-lactamase; AID 1556; purified IMP-1, nitrocefin hydrolysis, epi-absorbance fluorescence; inhibition, % at 5.6 µM; 290,000 compounds, 0.45% hits;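 active = inhibition above the mean plus 3 SD of all compounds in the same screening run, cut at about 4.5% in these data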;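 note: 0% = IMP-1 with DMSO and 100% = DMSO wells lacking enzyme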
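System: purified IMP-1 / Input: IMP-1 dispensed at 0.2 nM / Medium: 50 mM HEPES pH 7.1, 50 µM ZnSO4, 0.05% Brij 35 / Timing: 15 min enzyme–compound preincubation, then 25 min nitrocefin reaction, 25 °C / Technique: plate fluorescence quenching by hydrolysis product, ex 480/em 530 nm / Repeats: singlicate testing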
IDE cell inh: cellular human IDE inhibition | P14735 | HEK cells, FAbetaB cleavage, fluorescence polarization | inhibition, % at 5.59 µM | 320,000 compounds, 0.41% hits | AID 434962;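 active = percent inhibition above the average of all tested compounds plus 3 SD, set per screening campaign, cut at about 16% in these data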;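 note: IDE supplied by intact live HEK cells; FP after avidin binding of uncleaved biotin substrate so inhibition keeps polarization high; 0% = DMSO wells and 100% = 60 µM reference IDE inhibitor Ii1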
NALP1 inh: NALP1 inhibition; S. cerevisiae NALP1/ASC/caspase-1 growth, X-gal OD620, 72 h; inhibition, % at 10 µM; 280,000 compounds, 0.61% hits; AID 2071; in the data active = inhibition mostly above about 24%, no sharp cut-off; inactive = mostly below about 32%; note: some compounds called inactive have numbers as strong as hits
pCIP destab: p/CIP protein destabilization | Q05BA5 | F442A p/CIP-EGFP cells, EGFP fluorescence, 16 h | decrease of EGFP signal, % at 10 µM | 290,000 compounds, 0.01% hits;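 active = EGFP signal decrease of at least 30% at 10 µM or well 3 SD below plate mean, unless failing retest; inactive = the rest, including hits failing retest or dose response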; note: some compounds called inactive have numbers as strong as hits; many of its hits are not listed in these tables
GPR7 antagonist: blocks human GPR7 receptor signaling; GPR7-expressing cells, fluorescence antagonist assay; inhibition, % at 4.4 µM; 290,000 compounds, 1.1% hits; AID 1861; P48145; in the data active = inhibition above about 16%, passing the limit was not always enough;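 note: cells stimulated with the agonist NPW; 0% = agonist with vehicle and 100% = vehicle without agonist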
Target sequence (P48145 whole entry, looked up): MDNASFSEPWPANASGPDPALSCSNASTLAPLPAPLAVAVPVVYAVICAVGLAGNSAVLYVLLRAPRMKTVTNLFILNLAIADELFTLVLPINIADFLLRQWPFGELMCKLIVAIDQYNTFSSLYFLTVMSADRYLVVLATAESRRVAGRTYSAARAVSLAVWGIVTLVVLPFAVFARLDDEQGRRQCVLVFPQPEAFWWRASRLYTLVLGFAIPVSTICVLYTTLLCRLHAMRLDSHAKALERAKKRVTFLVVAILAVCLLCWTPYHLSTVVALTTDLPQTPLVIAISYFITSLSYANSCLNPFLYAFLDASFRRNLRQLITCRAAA
PHOSPHO1 block: blocks human PHOSPHO1 phosphatase activity. Q8TCT1. recombinant PHOSPHO1, absorbance phosphatase assay. inhibition, % at 13.3 µM. 290,000 compounds, 1.1% hits. AID 1565; in the data active = inhibition above about 60%
Target sequence (Q8TCT1 whole entry, looked up): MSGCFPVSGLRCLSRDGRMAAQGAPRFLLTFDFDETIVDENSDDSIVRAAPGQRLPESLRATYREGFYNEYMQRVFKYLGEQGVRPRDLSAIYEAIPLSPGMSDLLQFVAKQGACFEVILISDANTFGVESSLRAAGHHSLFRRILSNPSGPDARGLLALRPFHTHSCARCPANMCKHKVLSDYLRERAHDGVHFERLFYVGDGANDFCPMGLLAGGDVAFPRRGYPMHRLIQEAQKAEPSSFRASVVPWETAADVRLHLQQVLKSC
M18AAP inhibitor: PfM18AAP enzyme inhibition. recombinant PfM18AAP, H-Glu-NHMec fluorogenic cleavage. inhibition, % at 7.35 µM. 290,000 compounds, 1.2% hits. AID 1822;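 active = inhibition above the campaign mean inhibition over all tested compounds plus 3 SD, cut at about 28% in these data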;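 note: 0% = plate median of test compound wells and 100% = 2 mM ZnCl2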
IDE act: activators of human insulin-degrading enzyme in cells; P14735; HEK cells, FAbeta-B cleavage, fluorescence polarization; 0% vehicle, 100% cell-free pure enzyme wells; activation, % at 5.96 µM; 340,000 compounds, 0.073% hits;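 active = activation above the mean of all tested compounds plus 3 SD, set per screening campaign, cut at about 17% in these data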
The depositor's hits bear a star; nt = no result given.

VIM-2 inh	IMP-1 inhibitor	IDE cell inh	NALP1 inh	pCIP destab	GPR7 antagonist	PHOSPHO1 block	M18AAP inhibitor	IDE act	Compound
0.9	-3.4	1	-7	-17	14	6	-3	-3	CCCC(c1nnnn1C(C)(C)C)N1CCN(Cc2ccccc2OC)CC1 (centres undefined)
-4.0	-0.8	-4	20	2	-6	-7	-1	8	c1ccc(-c2cc(N3CCCCCC3)n[nH]2)cc1
-2.2	-2.0	-3	0	5	0	16	-2	8	CNS(=O)(=O)c1cccc(C(=O)NCC2(N3CCCCC3)CCCCC2)c1
-3.7	-1.5	2	13	-6	-8	-11	4	4	Cc1c2c(nc3c(C)cccc13)OC(C)C2 (centres undefined)
0.9	16*	2	8	-18	0	4	-1	-6	S=c1nc[nH]c2c1sc1nc(-c3ccccc3)c3c(c12)CCCC3
-2.8	-7.9	0	9	4	-8	-7	-4	nt	CN(N)c1nc2ccccc2nc1C(F)(F)F
0.1	0.2	8	-4	-6	-9	3	32*	3	COc1cc(-c2nc3ccccn3c2NCC2CCCO2)ccc1O (centres undefined)
-2.3	-1.1	0	7	5	-10	2	-12	nt	COc1ccc(C(=O)NCC(=O)OCn2nnc3ccccc3c2=O)cc1OC
0.9	-2.0	-5	15	-7	-2	-9	-7	-4	COC(=O)CSC1=C(C#N)C(=O)NC2(CCCCC2)S1
0.3	-0.5	6	19	-4	-10	-9	-6	0	C(=C\c1ccccc1)/CN1CCN(C(c2ccccc2)c2ccccc2)CC1
-1.4	-2.4	5	48	-2	-5	-1	0	1	CCOc1ccc(NC(=O)c2csc3c2CCCC3)cc1
0.5	0.2	7	24	-16	8	-13	16	-1	Cc1cccc(C(=O)NCc2nnc(SCC(=O)Nc3nncs3)n2C)c1
0.2	-2.5	2	1	-14	-13	17	-4	2	c1ccc2c(c1)nc(-c1ccncc1)n1nnnc21
-1.6	-2.1	2	2	-4	5	33	-13	11	C=CCn1cc(C(C)=O)c(=O)[nH]c1=O
-2.9	-3.0	4	-2	-7	-3	-29	-2	0	O=C(CCCn1c(=S)[nH]c2ccsc2c1=O)Nc1ccc2c(c1)OCCO2
-2.5	-3.2	-2	3	10	-6	11	5	1	O=C(COC(=O)c1ccc(Br)cc1)NCc1ccc(F)cc1
1.6	-0.1	-8	18	5	-7	24	-8	1	CCCC(=O)NCC(c1cccs1)S(=O)(=O)c1ccc(C)cc1 (centres undefined)
-0.2	-1.1	1	16	-2	-7	1	-4	1	CN1CCN(C(=O)c2ccc(N3CCCC3=O)cc2)CC1
-1.4	-2.2	4	35	8	-14	-2	-4	2	CCOC(=O)NC1(C(F)(F)F)NC(=O)N(C2CCCCC2)C1=O (centres undefined)
-4.1	-4.7	-4	-11	-14	4	0	0	3	CN(C)S(=O)(=O)c1cccc(NC(=O)CSc2nnnn2-c2ccccc2)c1

Whole records, quoted from the list. Values in the order: VIM-2 inh | IMP-1 inhibitor | IDE cell inh | NALP1 inh | pCIP destab | GPR7 antagonist | PHOSPHO1 block | M18AAP inhibitor | IDE act
O=C(COC(=O)c1ccc(Br)cc1)NCc1ccc(F)cc1 across the screens: -2.5 | -3.2 | -2 | 3 | 10 | -6 | 11 | 5 | 1
CCCC(c1nnnn1C(C)(C)C)N1CCN(Cc2ccccc2OC)CC1 (centres undefined) across the screens: 0.9 | -3.4 | 1 | -7 | -17 | 14 | 6 | -3 | -3
COc1cc(-c2nc3ccccn3c2NCC2CCCO2)ccc1O (centres undefined) across the screens: 0.1 | 0.2 | 8 | -4 | -6 | -9 | 3 | 32* | 3
COc1ccc(C(=O)NCC(=O)OCn2nnc3ccccc3c2=O)cc1OC across the screens: -2.3 | -1.1 | 0 | 7 | 5 | -10 | 2 | -12 | nt

Continuation:
VIM-2 inh	IMP-1 inhibitor	IDE cell inh	NALP1 inh	pCIP destab	GPR7 antagonist	PHOSPHO1 block	M18AAP inhibitor	IDE act	Compound
1.6	-1.5	4	nt	-10	-7	-16	-7	-3	COC(=O)c1cc(C(=O)OC)cc(-n2c(C)cc(C(=O)CC#N)c2C)c1
-2.4	-3.2	3	1	-15	3	-14	-1	0	COc1cc(/C=N/NC(=O)CCn2cnc(-c3ccccc3)c2-c2ccccc2)ccc1O
-4.3	-3.3	1	4	7	-7	15	3	-4	CN1CCN(C(=S)NC(=O)c2ccc(-c3ccccc3)cc2)CC1
-0.6	-1.1	6	7	4	23*	-104	46*	nt	COc1ccc(-n2c(=S)[nH]c3[nH]ncc3c2=O)cc1
-1.9	-2.5	0	6	0	-11	35	2	3	Cc1cc(Cl)ccc1N(CC(=O)NCc1ccccc1)S(C)(=O)=O
-1.8	-1.7	-3	15	-14	-1	28	2	-3	COc1ccc(OC)c(CCNC(=O)CCc2nnc3ccc(N4CCCCC4)nn23)c1
-1.4	-2.0	8	12	-3	-10	33	1	3	O=C(O)C1CCC(=O)N(C2CCCCC2)C1c1ccccc1Cl (centres undefined)
-2.4	-0.3	5	26	-30	-10	45	-1	-4	COc1ccc(CC2(CO)CCN(Cc3cccc(OC)c3OC)CC2)cc1
-1.1	-1.7	-3	7	-14	22	24	1	3	CCOC(=O)c1ccc([N+](=O)[O-])c(CS(=O)(=O)c2ccc(Cl)cc2)c1
-2.6	-2.4	7	-2	9	12	30	1	-1	CCOc1ccc(N(CC(=O)NC2CCCC2)C(=O)c2ccc(C)s2)cc1
-1.6	-3.5	-12	22	4	-13	-16	0	6	COc1c(O)cnn(-c2ccccc2)c1=O
-4.0	-3.5	-2	2	-23	-8	20	6	6	O=C1NCCN1C(=O)C12CC3CC(CC(C3)C1)C2
-0.9	0.0	6	16	9	-9	4	-14	1	O=C(N/C(=C/c1ccccc1Cl)C(=O)N1CCCC1)c1ccccc1
-3.9	-4.0	3	16	-6	-6	11	2	2	CCn1c(CC(=O)Nc2ccccc2C)nnc1SCC(=O)Nc1nncs1
-1.3	-3.3	8	3	-1	-10	8	5	1	Cc1occc1C(=O)Nc1cccc(C(F)(F)F)c1
-2.2	-1.8	1	25	4	-2	-6	2	-2	Cc1cc2nc(SCCN3CCCC3)[nH]c2cc1C
-3.4	-2.9	0	-4	-7	6	-57	-12	1	O=c1cc(-c2ccccc2)nc2nc(SCc3ccccc3)[nH]n12
-0.1	-2.8	4	3	8	3	-17	4	10	CCOC(=O)C(O)C1CCc2c([nH]c3ccc(C)cc23)C1=O (centres undefined)
-0.6	-1.1	-1	1	-2	4	-5	5	3	COC(=O)Nc1ncc(CN2CCCCC2)s1
-0.2	-2.1	0	31	-4	10	19	0	2	O=C(c1ccc2snnc2c1)N1CCN(c2ccccc2)CC1
-0.8	1.2	-1	4	-18	0	-13	-6	-2	CCOC(=O)C1=C(C)NC(SC)=NC1c1ccc(OC)cc1 (centres undefined)
-3.4	-3.3	-1	-6	5	-6	28	4	4	O=C1NC(c2cccc([N+](=O)[O-])c2)=CCN1c1ccccc1O
-0.8	-2.1	-1	2	-11	-1	60*	-7	1	CCCC1CC(C)(C(=O)CSc2n[nH]c(-c3ccccc3)n2)OC1=O (centres undefined)
2.0	-2.4	2	nt	nt	-12	nt	-2	-1	CCC(=O)N=c1sc2c(OC)ccc(OC)c2n1C
-0.5	-6.0	5	17	8	-1	4	-98	1	O=C1CC(N2CCOCC2)C(=O)N1c1ccccc1Cl (centres undefined)
-2.1	0.1	4	6	-6	7	-2	0	3	CSC1=NCCN1S(=O)(=O)c1ccc(C)cc1
0.3	-1.6	-3	-52	-4	0	-8	-4	4	CCOC(=O)NN1C(=O)c2ccccc2NC1(C)C
-1.0	-0.6	-3	8	-5	-20	-2	0	1	CCOC(=O)c1c(C)[nH]c(C)c1C(=O)COC(=O)/C=C/c1cccc(C(F)(F)F)c1
-2.9	-3.2	0	nt	-15	-8	32	4	1	Cc1nn(C)c2c(=O)c(=O)c2n(C)[nH]1
-1.5	-2.1	9	20	5	-6	11	-8	1	CCc1nonc1NC(=O)c1oc2cc(C)c(Cl)cc2c1C
2.4	0.7	-3	25	8	8	33	-7	10	CCc1nn2c(=O)cc(COc3cccc(NC(=O)c4ccco4)c3)nc2s1
-0.3	-2.6	-11	4	7	-7	-5	-4	4	CC1CC(C)CN(S(=O)(=O)c2ccc(C(=O)NCc3ccco3)cc2)C1 (centres undefined)
-2.7	-3.1	-5	-13	-20	-21	-15	-1	-3	CCOC(=O)c1c(-c2ccc(C)cc2C)csc1NC(=O)CSc1nnnn1C
-3.9	-4.2	0	4	2	-4	76*	1	-10	COc1cc(NC(=O)c2ccc3c(=O)n(Cc4ccco4)c(=S)[nH]c3c2)cc(OC)c1OC
-4.3	-2.2	-3	6	-30	-9	6	-6	4	NC(=O)c1ccc(NC(=O)COC(=O)C2(c3cccc(F)c3)CCCC2)cc1
-3.8	-3.9	-4	-4	-20	-11	37	-2	7	CC(CNC(=O)c1ccc(OC2CCN(Cc3ccccn3)CC2)cc1)Oc1cccnc1 (centres undefined)
-4.4	-2.3	1	0	6	-2	41	-4	4	COC(=O)CNS(=O)(=O)c1ccc(OC)cc1
-2.3	-2.8	0	8	2	7	-7	-3	2	COC(=O)c1ccc2c(C)c(C(C)(C)O)[nH]c2c1
-3.8	-4.9	5	23	5	-6	12	5	-1	COc1ccc(NC(=O)CSc2ncnc3c2nnn3-c2ccc(F)cc2)c(OC)c1
-3.8	-3.1	2	-2	-7	-9	-20	3	-2	O=C(CN(Cc1ccc2c(c1)OCO2)C(=O)CSc1nc2ccccc2o1)NC1CCCCC1
-3.1	-2.7	nt	-3	-8	-22	-8	0	3	O=C(NNC(=O)c1cccc(S(=O)(=O)N2CCc3ccccc32)c1)c1ccccc1
-2.4	-3.2	nt	5	3	-3	20	4	5	O=C(CNC(=O)c1ccc(Br)o1)NCc1ccc(Cl)cc1Cl
0.7	-2.2	7	-5	-10	-8	-2	-1	4	CC1C/C(=N\NC(=O)c2cccnc2)CC(C)(C)C1 (centres undefined)
2.0	2.2	4	14	-12	4	-42	-5	-2	CCSc1nc(-c2ccco2)ccc1C#N
-1.3	-0.5	-3	24	-5	-9	-1	48*	-1	O=C(/C(=N/N=C/c1ccc(O)c(O)c1)c1ccccc1)c1ccccc1
-1.9	-0.7	-2	14	2	5	28	1	6	O=C(N/N=C\c1ccccc1)c1sccc1-n1cccc1
-1.7	-3.0	4	5	2	8	23	-6	8	CCOC(=O)C1(CCCc2ccccc2)CCN(C(=O)Cc2nonc2C)CC1
-2.9	-3.4	-1	-2	-6	-7	-18	3	3	CC1CC1C(=O)OCC(=O)NC(=O)NCc1ccco1 (centres undefined)
-3.2	-2.5	0	-5	2	4	-26	-3	0	O=C(Cc1cccs1)N(c1ccc(Br)cc1)C1C=CS(=O)(=O)C1 (centres undefined)
-2.6	-1.4	2	7	2	6	32	0	-2	CC1CN(S(=O)(=O)c2ccccc2)C(C)N1C(=O)N1CCOCC1 (centres undefined)
-2.2	-2.9	2	14	-3	5	24	-5	5	CCOc1ccc(Nc2ccc(C(=O)O)cc2[N+](=O)[O-])cc1
-1.1	1.1	2	17	4	4	nt	3	-3	O=C(O)c1ccc2c(c1)C(=O)N(c1ccc([N+](=O)[O-])cn1)C2=O
1.5	0.0	0	6	-13	-8	-78	14	-32	C/C(=N/NC(N)=S)c1cc2ccc(O)cc2oc1=O
0.6	-3.1	-3	10	-24	22*	21	5	-3	O=C1CCCN2N=C(SCC(=O)N3N=C(c4ccc(Br)cc4)CC3c3ccc(F)cc3)SC2=N1 (centres undefined)
